EBNA-1 inhibitor: blocks EBNA-1 binding to DNA; EBNA-1 DNA binding, fluorescence polarization; inhibition, % at 14.8 µM; 0.34% of 300,000 active; AID 1950; in the data active = inhibition above about 28%
PAFAH2 FP inh: PAFAH2 (human) inhibition; recombinant PAFAH2, FP-rhodamine activity probe, fluorescence polarization; inhibition, % at 3.39 µM; 0.99% of 340,000 active; AID 492956;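 active = inhibition above the mean over all tested compounds plus 3 SD, cut at about 30% in these data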;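 note: inhibitors block probe labeling of enzyme so polarization drops; 0% = enzyme with DMSO and 100% = wells lacking PAFAH2 protein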
ZTA counter: ZTA (EBV) inhibition in EBNA-1 counter-screen; P03206; ZTA-DNA binding, fluorescence polarization; inhibition, % at 11 µM; 0.15% of 320,000 active; in the data active = inhibition above about 33%
LYPLA2 inh: counter-screen for PME1 inhibitors: inhibitors of human LYPLA2; O95372; recombinant LYPLA2, FP-Rh probe fluorescence polarization; 0.38% of 320,000 active; inhibition, % at 5.9 µM;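 active = inhibition above the screen-wide mean plus 3 SD, limit set per campaign, cut at about 26% in these data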;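 note: 0% = LYPLA2 with DMSO and 100% = wells lacking LYPLA2 enzyme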
Target sequence (O95372 whole entry, looked up): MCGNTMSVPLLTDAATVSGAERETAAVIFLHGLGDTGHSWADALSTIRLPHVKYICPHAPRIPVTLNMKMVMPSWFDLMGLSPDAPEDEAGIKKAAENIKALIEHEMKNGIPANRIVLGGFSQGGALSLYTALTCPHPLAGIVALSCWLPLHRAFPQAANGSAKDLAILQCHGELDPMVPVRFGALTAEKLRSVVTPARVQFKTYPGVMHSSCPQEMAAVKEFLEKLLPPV
PAFAH1B2 FP inh: PAFAH1B2 (human) inhibition; P68402; recombinant PAFAH1B2, FP-rhodamine activity probe, fluorescence polarization; inhibition, % at 3.39 µM; 1.2% of 340,000 active; AID 492953;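 active = inhibition above the mean of all tested compounds plus 3 SD, cut at about 24% in these data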;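 note: 0% = enzyme with DMSO and 100% = wells lacking PAFAH1B2; many of its hits are not listed in these tables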
PAFAH1B3 inh: inhibitors of human PAFAH1B3; recombinant PAFAH1B3, FP-rhodamine probe, fluorescence polarization; Q15102; inhibition, % at 3.39 µM; 0.28% of 340,000 active; AID 492972;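 active = inhibition above the screen-wide average of all tested compounds plus 3 SD, cut at about 25% in these data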;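 note: 0% = enzyme with DMSO only and 100% = wells lacking PAFAH1B3 protein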
pPAFAH inh: inhibitors of human plasma PAF acetylhydrolase (pPAFAH); recombinant pPAFAH, FP-rhodamine probe fluorescence polarization; 1.5% of 330,000 active; AID 463082; inhibition, % at 3.39 µM;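 active = inhibition above the mean inhibition across the screen plus 3 SD, cut at about 25% in these data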;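 note: inhibitors block binding of the rhodamine activity-based probe so polarization drops; 0% = enzyme with DMSO and 100% = wells lacking pPAFAH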
LYPLA1 inh: counter-screen for PME1 inhibitors: inhibitors of human LYPLA1 | recombinant LYPLA1, FP-Rh probe fluorescence polarization | inhibition, % at 5.9 µM | 0.16% of 320,000 active | AID 2174;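 active = inhibition above the mean of all tested compounds plus 3 SD, set per campaign, cut at about 14% in these data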;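 note: inhibitors block serine hydrolase probe labeling of LYPLA1 so polarization falls; 0% = enzyme with DMSO and 100% = wells lacking LYPLA1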
PREPL inh: inhibitors of human prolyl oligopeptidase-like enzyme PREPL; 0.68% of 320,000 active; AID 2751; inhibition, % at 5.96 µM; recombinant PREPL, fluorescence polarization activity-based probe; in the data active = inhibition above about 43%;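 note: 0% = enzyme with DMSO and 100% = wells lacking enzyme; many of its hits are not listed in these tables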
Target sequence (Q4J6C6 whole entry, looked up): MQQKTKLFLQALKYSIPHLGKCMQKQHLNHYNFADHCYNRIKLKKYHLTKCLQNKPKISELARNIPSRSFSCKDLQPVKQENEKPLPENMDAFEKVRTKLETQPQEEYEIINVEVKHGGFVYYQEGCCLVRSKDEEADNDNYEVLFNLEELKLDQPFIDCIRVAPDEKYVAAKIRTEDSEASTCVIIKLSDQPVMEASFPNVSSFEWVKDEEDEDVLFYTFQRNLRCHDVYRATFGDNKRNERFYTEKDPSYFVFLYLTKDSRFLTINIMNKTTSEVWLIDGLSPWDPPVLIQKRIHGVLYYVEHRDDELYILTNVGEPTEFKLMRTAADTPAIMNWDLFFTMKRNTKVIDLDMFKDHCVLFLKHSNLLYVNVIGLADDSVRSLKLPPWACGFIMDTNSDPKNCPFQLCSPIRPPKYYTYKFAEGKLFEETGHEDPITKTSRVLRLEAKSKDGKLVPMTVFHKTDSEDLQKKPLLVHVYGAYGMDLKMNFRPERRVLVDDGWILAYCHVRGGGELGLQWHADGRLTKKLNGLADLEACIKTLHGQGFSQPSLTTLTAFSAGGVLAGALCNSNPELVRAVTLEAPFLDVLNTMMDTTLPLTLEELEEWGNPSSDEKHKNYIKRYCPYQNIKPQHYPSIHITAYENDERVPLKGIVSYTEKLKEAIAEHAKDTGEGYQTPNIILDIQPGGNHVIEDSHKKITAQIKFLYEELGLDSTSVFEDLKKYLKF
* hit, by the source's call; . = no result given.

SMILES	PAFAH2 FP inh	LYPLA2 inh	pPAFAH inh	EBNA-1 inhibitor	PAFAH1B3 inh	PAFAH1B2 FP inh	LYPLA1 inh	ZTA counter	PREPL inh
CCOc1cccc(OCCCCn2cnc3ccccc3c2=O)c1	0	5	4	4	-1	0	0	2	2
CCOC(=O)CN(C(=O)c1ccccc1)c1ccccc1C	0	-2	2	0	4	0	3	0	-7
Cc1nnc(Sc2cc(C(=O)NC3CC3)c3ccccc3n2)s1	-5	6	-5	-1	3	1	2	-11	16
N#Cc1nc(-c2ccco2)oc1NCCc1ccccc1	-1	7	6	0	5	6	-2	-7	16
Cc1ccc(-c2csc(N3CCC[C@@H]3C(=O)NCCn3c(-c4ccncc4)nc4ccccc43)n2)cc1	-10	-8	5	8	0	-2	-1	8	9
O=C1Nc2ccccc2Nc2ccccc21	1	1	3	1	7	0	-2	4	-1
Cc1nc(CNC(=O)C2CCC(=O)N(CCc3ccc(Cl)cc3)C2)sc1C (centres undefined)	-2	1	3	2	1	8	-2	3	5
CS(=O)(=O)N1CCc2cc(C(=O)Nc3ccccc3Cl)ccc21	4	6	2	5	7	-1	1	12	1
Cc1ccc(S(=O)(=O)Nc2cccc(C(=O)NCC3(N4CCCCC4)CCCCC3)c2)cc1F	-2	0	2	-2	-3	4	-2	6	-60
Cc1ccccc1NC(=S)NC(C)C(c1cccs1)N1CCOCC1 (centres undefined)	-1	0	2	-7	4	8	-2	10	7

Ordered by the number under PAFAH1B2 FP inh (high to low): three from the list above.
canonical_smiles	PAFAH1B2 FP inh
Cc1nc(CNC(=O)C2CCC(=O)N(CCc3ccc(Cl)cc3)C2)sc1C (centres undefined)	8
O=C1Nc2ccccc2Nc2ccccc21	0
CS(=O)(=O)N1CCc2cc(C(=O)Nc3ccccc3Cl)ccc21	-1

More structures:
SMILES	PAFAH2 FP inh	LYPLA2 inh	pPAFAH inh	EBNA-1 inhibitor	PAFAH1B3 inh	PAFAH1B2 FP inh	LYPLA1 inh	ZTA counter	PREPL inh
COc1ccc(S(=O)(=O)N(CCCN2CCOCC2)Cc2ccc(OC)c(OC)c2)cc1	9	1	4	0	7	3	-1	-8	-22
O=S(=O)(Nc1cccc(S(=O)(=O)N2CCOCC2)c1)c1cccs1	1	-5	-3	0	4	0	-2	2	5
CCCc1nn(-c2cc(Cl)ccc2OC)c2c1C(=O)CC(C)(C)C2	-1	3	2	-2	-1	0	1	-6	5
CCN(CC)c1ccc(/C=C2\C(=N)N3N=C(CC(=O)N4CCOCC4)SC3=NC2=O)cc1	-4	-8	6	2	-1	23	-3	-1	1
CN1CCN(CCC(=O)N/N=C/c2ccccn2)CC1	-8	5	4	9	4	0	-2	9	-3
CCCC1(c2ccccc2)NC(=O)N(CC(=O)Nc2sc(-c3ccccc3)cc2C(=O)OCC)C1=O (centres undefined)	-4	-3	3	4	-1	0	-1	1	-6
CCC1(CC)NC(=O)N(CC(=O)OCC(=O)Nc2ccccc2OC(F)F)C1=O	-1	-3	-1	.	4	-1	-1	11	-1
O=c1[nH]c(=O)n(C2OC(CO)C(O)C2O)cc1Br (centres undefined)	-5	-6	2	-7	1	1	2	3	12
NC(=O)c1ccnc2c(O)cccc12	2	5	1	.	17	7	-3	2	-1
COCCn1c(CCC(=O)O)nc2c1c(=O)[nH]c(=O)n2CC(C)C	1	4	4	5	4	-1	0	0	-3
CCn1c(SCc2cc(=O)n3ccsc3n2)nc2ccccc21	-2	-1	11	-9	3	3	4	-6	13
O=C(Nc1ccc(N2CCN(C(=O)C3CC3)CC2)cc1)c1cccs1	0	5	-4	1	-1	1	2	-35	1
CCOc1ccc(OCC)c(NC(=O)CN2CCN(c3cc(C)ccc3C)CC2)c1	10	5	13	3	10	10	2	-8	50*
Cc1ccc2c(c1)-c1nc3ccccc3cc1C2=NC1CCCCC1	-11	-1	7	3	-1	-5	-1	16	-1
O=C(CN1CCc2cc3c(cc2C1)OCCCO3)Nc1ccc(S(=O)(=O)N2CCCC2)cc1	-1	-1	6	-7	3	3	3	-5	-8
N#C/C(=C\c1ccc(OCc2ccc(F)cc2)cc1)C(=O)Nc1cccc(C(=O)O)c1	-22	14	1	20	4	6	-3	-11	15
O=C(c1ccco1)N1CCN(CCOCCOc2cccc3ccccc23)CC1	1	3	-1	-16	0	-6	1	-2	7
Cc1ccc(C(=O)SC2=NCCS2)cc1	16	5	8	4	12	-2	1	-7	2
NNC(=O)c1ccc(Cn2cc(Br)cn2)o1	-2	-3	-1	-5	4	0	-6	1	-22
CCOC(=O)c1sc(NC(=O)CSC(=S)N2CCN(C)CC2)nc1C	-4	1	5	-1	8	-1	2	9	2
CCS(=O)(=O)N(CC(=O)Nc1cccc2ccccc12)c1ccc(OC)cc1	1	-7	4	.	3	4	-5	14	4
C#CCNC(=O)C1=C[C@H](c2coc3ccccc3c2=O)C[C@H](OCCCCO)O1	1	-7	2	-19	7	7	-4	9	27
CCCCN(C(=O)Nc1ccc(OCC)cc1)C1CCN(C(C)=O)CC1	-1	3	-6	-5	5	-5	1	9	10
O=C(C[n+]1ccc(-c2ccccc2)cc1)Nc1ccc([N+](=O)[O-])cc1	-3	20	2	-7	12	7	0	-9	40
Cc1ccc(C2=CSC3=NNC4(CCCCC4)NN23)cc1	-2	2	7	-4	7	4	4	-5	13
CC(=O)Nc1ccc(C(=O)COC(=O)C2CCCCC2)c(F)c1	9	0	1	.	-2	1	-3	18	-10
Cn1c(=O)[nH]c(=O)c2c1nc(N1CCc3ccccc3C1)n2CCSc1nc2ccccc2s1	0	3	4	-6	12	8	-3	-8	13
COc1ccc(OC)c(CN2CCN(C(=O)[C@@H](NC(=O)c3cccc(C)c3)C(C)C)CC2)c1	-2	5	6	.	1	5	-2	-2	3
OCc1ncc(-c2ccccc2)s1	2	-2	-1	-10	11	0	-1	18	0
CCOc1ccccc1/C=N/NC(=O)c1nnn(-c2nonc2N)c1CN1CCCC1	-6	1	2	-1	-7	2	0	10	5
COc1ccc2[nH]c3c(c2c1)CCN1C(=O)C(CC(=O)NCc2ccco2)C[C@H](C(=O)N2CCCCC2)[C@@]31C (some centres undefined)	-3	.	-3	.	5	0	.	.	.
Cc1noc(C)c1NC(=O)N(C)C[C@H]1Oc2ccc(NC(=O)c3ccncc3)cc2C(=O)N([C@H](C)CO)C[C@@H]1C	7	.	1	.	9	8	.	.	8
C=CCn1c(C)cc(-c2csc(NCC)n2)c1C	14	-5	-7	-19	4	3	-1	10	4
CNC(=O)C1CCN(S(=O)(=O)c2c(C)noc2/C=C/c2ccccc2F)CC1	4	7	-5	3	-4	9	1	10	10
CC(C)OCCCNC(=O)c1cccs1	-10	-2	3	0	-1	3	2	4	1
C[C@H](CO)N1C[C@H](C)[C@@H](CN(C)Cc2ccc3c(c2)OCO3)Oc2c(NS(C)(=O)=O)cccc2C1=O	0	.	-5	.	12	3	.	.	0
Cc1nn(C)c(C(=O)N/N=C/c2ccc(C(F)(F)F)cc2)c1[N+](=O)[O-]	8	8	14	-6	5	-1	1	6	11
Cc1ccc(OCc2nnc(SCC(=O)O)n2-c2ccccc2)cc1	6	1	-3	-3	2	6	-1	-12	9
COc1ccc(-c2nc(-c3ccccc3)nc(N3CCN(C)CC3)c2C#N)cc1	-6	11	7	18	1	2	3	7	6
COc1ccccc1C(CNC(=O)C(C)(C)Oc1ccc(Cl)cc1)N1CCCC1 (centres undefined)	3	0	-4	-2	5	5	-1	-2	17
Cc1ccc(C2(C)NC(=O)N(CC(=O)N(Cc3ccccc3)C(C)(C)C)C2=O)cc1 (centres undefined)	-5	-10	-3	-2	-2	14	-2	1	15
CCOC(=O)CNC(=O)CSc1nnc(Cn2cnc3ccccc32)n1C	-6	4	0	4	6	2	-3	1	-4
C[C@@H]1CC2[C@@H]3CC[C@H]4CC(=O)CC[C@]4(C)C3=CC[C@]2(C)[C@@]1(O)C(=O)CO (some centres undefined)	5	8	4	-4	-2	1	2	-4	2
O=C(CN1C(=O)C(=O)N(C2CCCC2)C1=O)NCCc1ccc(Cl)cc1Cl	9	0	2	.	3	0	2	-6	3
CCOc1ccc(NC(=O)c2cccs2)c([N+](=O)[O-])c1	-16	3	7	1	-7	3	1	10	4
Cc1ccc(C)c(CSc2ncccc2C(=O)O)c1	1	0	-2	-6	-2	-2	-1	3	0
O=C(CSc1nnc(COc2ccccc2)o1)N1CCOCC1	-2	-4	0	1	6	5	0	4	-2
Cc1nc(OCc2ccccc2)c2ccccc2n1	11	-5	8	-1	12	0	-1	2	4
C/C(=C\c1ccco1)C1C(C#N)=C(N)Oc2n[nH]c(-c3ccccc3)c21 (centres undefined)	-11	11	9	2	0	5	1	-6	-22
C#CCNC(=O)C1=C[C@H](c2ccc3c(c2)OCO3)[C@@H](CCCO)[C@H](OCC)O1	1	2	4	-6	-8	-5	1	3	6

(more compounds)
SMILES	PAFAH2 FP inh	LYPLA2 inh	pPAFAH inh	EBNA-1 inhibitor	PAFAH1B3 inh	PAFAH1B2 FP inh	LYPLA1 inh	ZTA counter	PREPL inh
COc1ccc(N2CCN(c3oc(COc4ccccc4)nc3C#N)CC2)cc1	5	4	7	-1	-4	1	3	9	22
Cc1ccc(N(CC(=O)Nc2c(C)cccc2C)S(C)(=O)=O)cc1	-4	-5	2	5	5	6	1	21	-6
CCC(=O)C1CCCN(C(=O)c2ccc(OC3CCN(C(=O)CCOC)CC3)cc2)C1 (centres undefined)	4	-1	4	3	0	1	-3	-1	3
C/C(=N\Nc1ccc(C(F)(F)F)cn1)c1ccc(S(=O)(=O)NCc2ccco2)cc1	1	-7	13	-1	3	9	-2	8	-1
Cc1c(C)n(CC(O)CN2C(=O)c3ccccc3S2(=O)=O)c2ccccc12 (centres undefined)	10	1	8	-5	3	2	-1	10	18
Cc1ccn2c(CNCCCn3cccn3)c(C(=O)N3CCCCCC3)nc2c1	-8	5	0	-2	3	2	1	-11	15
CC(C)OCC(O)CN1CCN(CC(O)COc2ccc3c(c2)OCO3)CC1 (centres undefined)	-8	0	-4	4	0	1	2	-7	19
Cc1ccc(OCc2nc(C#N)c(N3CCCCC3)o2)cc1	-2	-3	2	2	4	12	1	-7	13
COC(=O)CN1C(=S)N(Cc2ccccc2)C(=O)C1CC(=O)Nc1ccc(Br)cc1 (centres undefined)	-18	-33	0	2	-4	3	-18	5	-5
O=C(CN(Cc1cccs1)C(=O)CSc1nnc(COc2ccccc2)o1)NC1CCCC1	3	9	6	-9	-5	4	5	-3	6
CCc1ccc(-c2cc3c(=O)n(CC(=O)NCCCN4CCN(Cc5ccccc5)CC4)nc(C)n3n2)cc1	6	-2	3	11	-2	-1	2	-8	-24
CN1/C(=C\C(=O)COC(=O)c2ccccc2O)C(C)(C)c2ccccc21	-2	-5	6	-2	-1	0	-4	2	12
COc1ccc(S(=O)(=O)c2nnn(-c3ccccc3Cl)c2N)cc1	6	0	5	7	5	3	0	14	-3
O=[N+]([O-])CC(c1ccccc1)c1c[nH]c2ccccc12 (centres undefined)	.	4	-2	11	.	.	2	-6	6
CN(C(=O)c1cc2n(n1)C(C(F)(F)F)CC(c1ccco1)N2)c1ccccc1 (centres undefined)	-2	-1	6	0	4	7	2	10	-7
NC(=O)c1c(N)sc2c1CCCCC2	4	8	11	8	19	11	4	-8	13
COc1cc(NS(=O)(=O)c2ccc(NC(=O)/C=C/C(=O)O)cc2)nc(OC)n1	-2	2	-8	-25	-4	-3	1	-1	-5
CC(C)=CC(=O)NCCc1ccccc1	8	4	7	4	-3	6	0	4	6
COc1ccc(CCNC(=O)CCCn2c(=O)c3cccn3c3cccnc32)c(OC)c1	3	5	2	7	-3	0	1	9	-7
COc1cc(CN2CCCC(C)C2)cc([N+](=O)[O-])c1O (centres undefined)	-5	-2	-7	-14	-2	-2	-3	-17	8

Only part of the results is shown; rates above refer to the full screens.
